# Source: PubChem BioAssay (NCI)
# All columns: NCI-60 one-dose screen, growth in % after 48 h at 10 µM unless noted; 100 = growth as untreated, 0 = no growth, -100 = all killed.
# A498: A498 renal cancer cells. actives 5.4% (n = 76,000). AID 1794774
# SW-620: SW-620 colon cancer; actives 5.2% (n = 82,000); AID 1794795
# HCC-2998: HCC-2998 colon cancer | actives 4.7% (n = 79,000)
# HCT-116: HCT-116 colon cancer. actives 7.3% (n = 82,000)
# COLO 205: COLO 205 colon cancer. actives 7.3% (n = 79,000)
# HT29: HT29 colon cancer; actives 7.4% (n = 81,000); AID 1794748
# HCT-15: HCT-15 colon cancer; AID 1794746; actives 5.2% (n = 82,000)
# SNB-75: SNB-75 CNS cancer; actives 5% (n = 79,000)
# KM12: KM12 colon cancer cells; actives 5% (n = 82,000); AID 1794800
# * = called active by the depositor; x = no result given; & = joins results of further samples; [ ] = dose if it differs, or a comment. How the source made its calls: active means growth percent below 10; inactive means the rest.
# The line under a structure holds: A498	SW-620	HCC-2998	HCT-116	COLO 205	HT29	HCT-15	SNB-75	KM12
- COc1ccc([C@H]2C(C(=O)c3ccc(Cl)cc3)C3(N[C@@H]2c2ccccc2)C(=O)Nc2ccc(Cl)cc23)cc1 (some centres not stated)
  10	4.2*	-59*	2.1*	-90*	-51*	-23*	36	-23*
- CC(C)C(=O)N1CCN(Cc2csc(Nc3ccc(C[C@@H](NC(=O)Cc4ccccc4)C(N)=O)cc3)n2)CC1
  103	104	111	99	104	102	104	95	108
- Cc1nc(Nc2ccc(OCc3c(-c4ccccc4)no[n+]3[O-])cc2)c2c(C)nn(-c3ccc(Br)cc3)c2n1
  110	101	106	71	94	90	79	x	98
- Cc1ccc(S(=O)(=O)Oc2ccc(C(C)(C)C)cc2)cc1
  89	92	104	100	101	90	97	82	101
- O=C(NCc1ccco1)Nc1ccccc1C(F)(F)F
  124	108	110	99	124	108	104	96	107
- Cc1ccc(-c2nc(P(=O)(O)O)c(S(=O)(=O)c3ccc(C)cc3)o2)cc1
  121	117	102	105	131	104	112	109	106
- O=C(Cn1cc(COn2nnc3ccccc32)nn1)Nc1ccc([N+](=O)[O-])cn1
  110	105	102	105	114	105	106	89	108
- CN(C)CCCn1c2c(c3ccncc3c1=O)C(=O)c1ccccc1-2
  58	-28*	26	-19*	11	2.1*	2.9*	21	-13*
- COc1ccc(/C(=N/N=C(N)N)c2ccccc2)cc1OC
  x	102	95	98	100	104	107	95	98
- CCN(CC)CCOC(=O)Nc1cc(Cl)cc(Cl)c1
  81	104	110	102	119	94	98	78	98
- COc1ccc(NC(=O)/C=C/C(=O)O)cc1
  128	108	110	108	107	104	104	106	107
- C=CCC(=O)N[C@H](Cc1ccc(-c2cc(Cl)cc(Cl)c2)cc1)[C@H](O)[C@@H](O)C(=O)OCC
  64	94	102	62	101	74	95	83	99
- S=c1[nH]nc(-c2ccncc2)n1-c1ccc(Cl)cc1
  111	102	110	97	106	106	104	105	102
- O=C(COc1ccc(-c2nc3cc(Cl)c(Cl)cc3[nH]2)cc1)N=Nc1c(O)[nH]c2ccc([N+](=O)[O-])cc12
  95	92	99	35	82	101	103	85	100
- COc1cc(-c2nc(SC(C)C)nc(Nc3ccccc3)c2C#N)cc(OC)c1OC
  92	102	99	98	96	96	98	84	100
- COC(=O)c1c(C(=O)OC)c2ccc3c4ccccc4ccc3n2c1C(=O)C(Br)Br
  135	72	114	92	116	96	83	102	100
- CC(=O)N(CCCCCCN(C(C)=O)C(C)=O)C(C)=O
  108[100 µM]	108[100 µM]	114[100 µM]	101[100 µM]	134[100 µM]	114[100 µM]	107[100 µM]	88[100 µM]	99[100 µM]
- CC(=O)OC(C)CC(OC(C)=O)C(C)C (configuration not stated)
  109	108	97	103	106	99	98	86	106
- Cc1ccc(C2=Nc3ccc(Cl)cc3C3=NNCC(=O)NN23)cc1
  66	101	102	108	136	103	108	97	99
- CCOC(=O)CSCc1nc(N)nc(Nc2ccccc2F)n1
  86	99	103	100	114	113	103	85	104
- Fc1cccc(-c2ccc3c(c2)C2(CCNCC2)CN3)c1
  102	106	99	94	107	93	95	92	102
- Cc1cc(C)c2c(Nc3ncnc4c3sc3nc(C)cc(C)c34)onc2n1
  94	105	95	93	107	98	94	95	108
- C[N+]1(CC(=O)c2ccccc2)CCc2ccccc2C1 (configuration not stated)
  100	104	97	91	101	78	104	106	102
- c1ccc(CSC(SCc2ccccc2)c2cccc3ccccc23)cc1
  104	87	86	90	105	75	91	93	82
- O=C(NCc1ccco1)Nc1cccc([N+](=O)[O-])c1
  90	112	89	97	136	110	112	117	114
- CCOC(=O)N1CCCC1=O
  94	103	98	94	129	107	106	98	112
- N#CC1=C(N)Oc2c(c(=O)[nH]c3ccc(Cl)cc23)C12C(=O)c1ccccc1C2=O
  88	86	109	96	110	108	99	76	91
- COc1ccc(C(=O)CC2(O)C(=O)N(CN3CCOCC3)c3ccc(Br)cc32)cc1 (configuration not stated)
  87	99	113	92	106	106	95	76	99
- CCN(CC)CCOC(=O)Nc1c(Cl)cccc1Cl
  105	106	119	110	117	108	111	95	104
- O=S(=O)(CCCCl)Nc1ccc2[nH]ccc2c1
  85	102	114	114	112	108	105	91	107
- Clc1ccccc1-c1cnn2cc(-c3ccccc3)cnc12
  72	77	86	69	92	73	70	74	64
- CCCN(CCC)CC(O)c1cc2c(Cl)cc(Cl)cc2c2cc(C(F)(F)F)ccc12 (configuration not stated)
  58	59	91	73	74	57	79	x	78
- CN1CCN(CC(=O)NNc2ncnc3ccccc23)CC1
  83	104	108	104	118	105	101	97	103
- O=c1[nH]cnc2c1cnn2Cc1ccccc1
  95	103	108	95	101	105	103	90	103
- Cc1ccc(S(=O)(=O)OC2C(COCC(=O)O)OC3OC(C)(C)OC32)cc1 (configuration not stated)
  93	107	104	107	110	114	150	91	112
- NC(=S)N/N=C/CCC/C=N/NC(N)=S
  105	106	120	109	114	95	97	79	104
- COc1cc(-c2cc(=O)c3c(O)cc(O)cc3o2)cc(OC)c1OC
  84	90	87	76	111	99	55	68	92
- CCCC(=N)OCC
  85	98	x	106	111	101	106	90	104
- O=C(CCCC(=O)N/N=C/c1cccc(O)c1)N/N=C\c1cccc(O)c1
  103	100	101	105	105	x	101	92	106
- COc1ccc(Nc2cc(NC(=O)CNc3cc(OC)c(Cl)c(OC)c3Cl)ncn2)cc1
  -1.2*	96	96	70	90	81	73	81	81
- Cc1cnc(Cl)nc1N1c2ccncc2Sc2ccncc21
  108	100	116	x	101	114	102	91	112
- CC(C)(C)OC(=O)N1C/C(=C\c2ccc(F)cc2)C(=O)/C(=C/c2ccc(F)cc2)C1
  97	-68*	-98*	-81*	-47*	-87*	-61*	13	-91*
- N=c1c2c(-c3ccccc3)cn(-c3ccccc3)c2nc2[nH]/c(=C\c3ccc(Cl)cc3)c(=O)n12
  118	102	97	101	102	97	103	102	101
- CC1S/C(=N\NC(=O)Cc2csc3nc(-c4ccc(Br)cc4)cn23)N(c2ccc(Cl)cc2)C1=O (configuration not stated)
  110	103	98	95	101	104	93	97	103
- CC1=C(C(=O)OC(C)(C)C)C(c2cccc(C#N)c2)C(C(=O)OC(C)(C)C)=C(C)N1
  108	106	97	64	105	87	81	62	89
- Cc1ccnc(N)c1
  84	103	103	109	111	96	100	96	109
- CCCCCC(C)(O)C(C(=O)O)c1ccccc1 (configuration not stated)
  90	102	108	99	118	101	106	94	104
- CS(=O)(=O)Nc1ccc(Cn2c(=O)[nH]c(=S)[nH]c2=O)cc1
  x	103	125	95	116	99	100	x	103
- CSc1nc2ccccc2cc1/C=N/O
  109	80	92	96	99	99	97	66	92
- COc1cc(NC(=O)c2cncnc2Nc2ccc3c(ccn3Cc3ccccn3)c2)cc(OC)c1
  -12*	24	68	18	45	12	31	-3.2*	34
- Cc1c(COc2ccccc2-c2nnc(-c3ccncc3)o2)c(C)c(COc2ccccc2-c2nnc(-c3ccncc3)o2)c(C)c1COc1ccccc1-c1nnc(-c2ccncc2)o1
  78	104	109	107	106	93	103	91	102
- Clc1ccc2oc3c(NCCCN4CCOCC4)c4ccccc4nc3c2c1
  -2.1*	15	29	15	13	14	3.8*	25	26
- CC(=O)N1N=C(c2ccc(Br)cc2)CC1c1ccc(Oc2ccc(Cl)cc2)cc1 (configuration not stated)
  70	88	98	81	94	81	76	77	91
- CC(C)OC(=O)NCc1ccccc1
  117	107	112	113	126	108	109	84	104
- C=CCn1c2ccccc2c2c(C)c3ccncc3c(C)c21
  33	72	100	63	79	76	70	80	37
- Clc1ccc2c(NCCCNc3nccc(Nc4ccc(Br)cc4)n3)ccnc2c1
  20	-74*	-91*	-98*	-84*	-80*	-66*	-94*	-49*
- ClCCn1c[n+](CCCl)c2ccccc21
  94	100	98	117	108	107	99	79	99
- CC(=O)Nc1cccc(Nc2nc(-c3ccc(Cl)cc3)n3ncc(C#N)c3n2)c1
  77	84	95	57	x	43	67	84	71
- O=C(NO)c1ccccc1F
  75	105	111	95	106	105	99	99	108
- OCCNCCNc1c2ccccc2nc2ccccc12
  83	59	53	38	48	58	97	93	56

# Further structures follow.
# The line under a structure holds: A498	SW-620	HCC-2998	HCT-116	COLO 205	HT29	HCT-15	SNB-75	KM12
- CC(=O)C(C)(NCc1ccccc1)c1ccccc1 (configuration not stated)
  102	98	112	98	151	191	118	269	102
- CCCC[N+](CCCC)=c1ccc2nc3c(C)cc(N(CC)CC)cc3sc-2c1
  -5.5*	-72*	24	-25*	-41*	-69*	-34*	-0.2*	0.6*
- Cc1ccc(NCCN(C)CC(C)O)c2c(=O)c3ccc(Cl)cc3sc12 (configuration not stated)
  74	-46*	18	-49*	-78*	-27*	21	76	44
- CCCCc1nc2c(N)nc3ccccc3c2n1CC(C)(C)O
  102	104	108	95	107	96	98	x	101
- COc1cccc(C=O)c1OS(=O)(=O)c1ccccc1
  95	103	100	124	111	91	99	95	103
- NS(=O)(=O)c1ccc(CCn2c(SCc3ccccc3)nc3ccccc3c2=O)cc1
  87	102	100	97	119	91	98	68	98
- CCOC(=O)C1C/C(=N\O)c2ccc(OC)c(OC)c2C1 (configuration not stated)
  96	103	109	94	117	114	104	99	108
- COc1ccc(-c2no[n+]([O-])c2Nc2ccccc2Br)cc1
  113	101	111	94	107	119	97	92	101
- C/C=C\C=C(C(=O)OC)C(=O)OC
  115	107	91	110	109	105	96	74	113
- CN(C)c1ccc(/C=N/NC(=O)CSc2nc3sc4c(c3c(=O)n2-c2ccccc2)CCCCC4)cc1
  35	27	39	7.9*	34	46	44	-2.3*	39
- Cc1cc(N=Nc2ccc(C)c(N=Nc3cc(C)c(N)cc3N)c2)c(N)cc1N
  86&94	48&95	91&105	58&84	81&93	41&93	44&96	73&78	40&91

# Shown as tab-separated lines: part of the list above.
SMILES	A498	SW-620	HCC-2998	HCT-116	COLO 205	HT29	HCT-15	SNB-75	KM12
CCCCCC(C)(O)C(C(=O)O)c1ccccc1 (configuration not stated)	90	102	108	99	118	101	106	94	104
CS(=O)(=O)Nc1ccc(Cn2c(=O)[nH]c(=S)[nH]c2=O)cc1	x	103	125	95	116	99	100	x	103
CSc1nc2ccccc2cc1/C=N/O	109	80	92	96	99	99	97	66	92
COc1cc(NC(=O)c2cncnc2Nc2ccc3c(ccn3Cc3ccccn3)c2)cc(OC)c1	-12*	24	68	18	45	12	31	-3.2*	34
Cc1c(COc2ccccc2-c2nnc(-c3ccncc3)o2)c(C)c(COc2ccccc2-c2nnc(-c3ccncc3)o2)c(C)c1COc1ccccc1-c1nnc(-c2ccncc2)o1	78	104	109	107	106	93	103	91	102
Clc1ccc2oc3c(NCCCN4CCOCC4)c4ccccc4nc3c2c1	-2.1*	15	29	15	13	14	3.8*	25	26
CC(=O)N1N=C(c2ccc(Br)cc2)CC1c1ccc(Oc2ccc(Cl)cc2)cc1 (configuration not stated)	70	88	98	81	94	81	76	77	91
CC(C)OC(=O)NCc1ccccc1	117	107	112	113	126	108	109	84	104
C=CCn1c2ccccc2c2c(C)c3ccncc3c(C)c21	33	72	100	63	79	76	70	80	37
Clc1ccc2c(NCCCNc3nccc(Nc4ccc(Br)cc4)n3)ccnc2c1	20	-74*	-91*	-98*	-84*	-80*	-66*	-94*	-49*
ClCCn1c[n+](CCCl)c2ccccc21	94	100	98	117	108	107	99	79	99
CC(=O)Nc1cccc(Nc2nc(-c3ccc(Cl)cc3)n3ncc(C#N)c3n2)c1	77	84	95	57	x	43	67	84	71
O=C(NO)c1ccccc1F	75	105	111	95	106	105	99	99	108
OCCNCCNc1c2ccccc2nc2ccccc12	83	59	53	38	48	58	97	93	56
CC(=O)C(C)(NCc1ccccc1)c1ccccc1 (configuration not stated)	102	98	112	98	151	191	118	269	102
CCCC[N+](CCCC)=c1ccc2nc3c(C)cc(N(CC)CC)cc3sc-2c1	-5.5*	-72*	24	-25*	-41*	-69*	-34*	-0.2*	0.6*
Cc1ccc(NCCN(C)CC(C)O)c2c(=O)c3ccc(Cl)cc3sc12 (configuration not stated)	74	-46*	18	-49*	-78*	-27*	21	76	44
CCCCc1nc2c(N)nc3ccccc3c2n1CC(C)(C)O	102	104	108	95	107	96	98	x	101
COc1cccc(C=O)c1OS(=O)(=O)c1ccccc1	95	103	100	124	111	91	99	95	103
NS(=O)(=O)c1ccc(CCn2c(SCc3ccccc3)nc3ccccc3c2=O)cc1	87	102	100	97	119	91	98	68	98
CCOC(=O)C1C/C(=N\O)c2ccc(OC)c(OC)c2C1 (configuration not stated)	96	103	109	94	117	114	104	99	108
COc1ccc(-c2no[n+]([O-])c2Nc2ccccc2Br)cc1	113	101	111	94	107	119	97	92	101

# Outcome played no part in choosing rows. Share with any hit: about 12%.
